mIDH1 inhibitor: qHTS for Inhibitors of mutant isocitrate dehydrogenase 1 (IDH1): qHTS | Isocitrate dehydrogenase [NADP] cytoplasmic (Homo sapiens), O75874 | IDH1-R132H enzyme, NADPH consumption, diaphorase/resazurin fluorescence | Potency, µM (top dose mostly 76.6 µM), for the others: at the top dose activity change, negative = inhibition, usual class: inhibitors | 390,000 compounds, 0.093% hits | AID 602179, 2012; also: potency is read from the fitted curve at half-maximal effect; % is scaled to controls: 0 for no effect and ±100 for the full control effect; nearly all actives have a fitted effect of over 65% in size
Target sequence (O75874 whole entry R132H, stated change not applied): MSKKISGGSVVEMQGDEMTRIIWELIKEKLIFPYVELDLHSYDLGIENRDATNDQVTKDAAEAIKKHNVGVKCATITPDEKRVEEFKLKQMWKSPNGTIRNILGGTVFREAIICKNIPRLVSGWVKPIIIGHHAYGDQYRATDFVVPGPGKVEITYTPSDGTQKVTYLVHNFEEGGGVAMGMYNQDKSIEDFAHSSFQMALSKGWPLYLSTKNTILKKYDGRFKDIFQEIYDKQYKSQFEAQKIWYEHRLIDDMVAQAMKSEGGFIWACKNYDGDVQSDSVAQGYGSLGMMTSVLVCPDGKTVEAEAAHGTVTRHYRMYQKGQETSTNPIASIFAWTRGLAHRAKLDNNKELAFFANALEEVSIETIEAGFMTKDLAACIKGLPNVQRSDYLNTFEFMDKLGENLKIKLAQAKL
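IDH1-R132H (0.5 ug/mL dispensed) in pH 7.5 Tris buffer was preincubated 30 min with compound, then given a substrate mix of 0.016 mM NADPH and 2 mM alpha-KG for 80 min at room temperature; remaining NADPH was read by diaphorase/resazurin fluorescence.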
TrxR1 substrate: qHTS Assay for Substrates of Mammalian Selenoprotein Thioredoxin Reductase 1 (TrxR1): qHTS. 390,000 compounds, 0.01% hits. purified TrxR1 substrate turnover, NADPH consumption readout. Potency, µM (titrated, usually from 114 µM), without a hit: at the highest dose activity change, negative = substrate turnover; also: potency is read from the fitted curve at half-maximal effect; % is scaled to controls: 0 for no effect and ±100 for the full control effect; nearly all actives have a fitted effect of over 50% in size
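Rat TrxR1, dispensed at 90 nM, was prereduced with 400 uM NADPH (final) for 5 min at ~22 deg C, then incubated with compound 15 min before 400 uM selenite. A first-read NADPH fluorescence drop versus no-compound background flagged substrates.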
TRHR agonist: qHTS for Small Molecule Agonists and Allosteric Enhancers of Human TRH Receptor: Primary Screen for Agonists. Thyrotropin-releasing hormone receptor (Homo sapiens), P34981. TRHR cells, calcium flux fluo-8, FDSS agonist mode. activation, % at 2 µM. 360,000 compounds, 0.18% hits. AID 493084, 2011; in the data active = activation above about 30%; also: 0% is about no effect
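Fluo-8-loaded TRHR cells; 10 s baseline, compound added, kinetic Ca2+ fluorescence read 1/s, agonist mode.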
TrxR1 inh: qHTS Assay for Inhibitors of Mammalian Selenoprotein Thioredoxin Reductase 1 (TrxR1): qHTS; Thioredoxin reductase 1, cytoplasmic (Rattus norvegicus), O89049; recombinant rTrxR1, NADPH fluorescence consumption, selenite substrate; Potency, µM (top dose mostly 114 µM), inactives show top-dose activity change, negative = inhibition, usual class: inhibitors; 390,000 compounds, 1% hits; also: potency is read from the fitted curve at half-maximal effect; % is scaled to controls: 0 for no effect and ±100 for the full control effect; nearly all actives have a fitted effect of over 65% in size
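Rat TrxR1 (90 nM in the dispensed reagent) was pre-reduced with 400 uM NADPH for 5 min at room temperature, then incubated with compound for 15 min. After 400 uM selenite was added, NADPH fluorescence (Ex 340/Em 450 nm) was followed for 8 min.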
D2 antagonist: HTS Assay for Allosteric Antagonists of the Human D2 Dopamine Receptor: Primary Screen for Antagonists; AID 485344, 2010; D(2) dopamine receptor (Homo sapiens), P14416; HEK293 TREx D2 cells, calcium flux, dopamine EC80; inhibition, % at 10 µM; 340,000 compounds, 2% hits; in the data active = inhibition above about 30%; also: 0% is about no effect
Target sequence (P14416 whole entry, looked up): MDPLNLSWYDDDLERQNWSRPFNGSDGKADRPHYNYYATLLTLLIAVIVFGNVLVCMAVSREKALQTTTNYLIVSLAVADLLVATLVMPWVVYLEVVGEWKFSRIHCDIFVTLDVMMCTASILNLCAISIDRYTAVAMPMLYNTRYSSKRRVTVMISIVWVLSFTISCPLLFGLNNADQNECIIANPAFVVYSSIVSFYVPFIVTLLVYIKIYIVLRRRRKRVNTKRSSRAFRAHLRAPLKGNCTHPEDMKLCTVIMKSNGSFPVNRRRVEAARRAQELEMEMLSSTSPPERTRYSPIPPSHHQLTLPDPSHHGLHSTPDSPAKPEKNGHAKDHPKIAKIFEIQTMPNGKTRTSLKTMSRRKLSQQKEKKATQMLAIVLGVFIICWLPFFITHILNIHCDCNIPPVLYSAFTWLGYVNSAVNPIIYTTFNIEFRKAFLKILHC
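Overnight-induced (tetracycline, 30 C) HEK293 T-REx cells carrying force-coupled D2 receive a no-wash calcium dye, then compound, then EC80 dopamine at 180 s; signals are read kinetically throughout.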
Pin1 inhibitor: qHTS Assay to Find Inhibitors of Pin1; 390,000 compounds, 0.009% hits; Peptidyl-prolyl cis-trans isomerase NIMA-interacting 1 (Homo sapiens), Q13526; Pin1 FP peptide displacement, HiFluor488, 10 min; Potency, µM (doses to about 115 µM), for inactives: at the top dose activity, negative = inhibition, most hits filed as inhibitors; active = well fitted inhibition curve with a large enough effect in the polarisation, with a control signal flat, not every such curve was filed as active; inconclusive = small, poorly fitted or top-dose-only effect, or effect the other way, or a change in a side signal; inactive = no such curve, though single readings can be large or run the other way; the % refers to the polarisation; also: potency is read from the fitted curve at half-maximal effect; % is scaled to controls: 0 for no effect and ±100 for the full control effect
Target sequence (Q13526 whole entry, looked up): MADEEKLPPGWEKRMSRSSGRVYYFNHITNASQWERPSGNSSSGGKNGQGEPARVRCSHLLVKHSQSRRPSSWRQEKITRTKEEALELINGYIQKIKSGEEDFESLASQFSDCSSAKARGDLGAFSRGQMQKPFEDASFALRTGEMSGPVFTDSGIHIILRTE
D2 agonist: HTS Assay for Allosteric Agonists of the Human D2 Dopamine Receptor: Primary Screen for Agonists; 340,000 compounds, 0.53% hits; activation, % at 2 µM; HEK293 T-REx D2 cells, calcium flux agonist mode; D(2) dopamine receptor (Homo sapiens), P14416;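 active = activation over 3 SD above normal in the single-dose calcium agonist read, cut at about 30% in these data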; also: 0% is about no effect
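Calcium-flux readout, 1 cycle/sec over 180 s following compound pin transfer, in inducible HEK293 Trex D2 cells (force-coupled); dopamine controls included. Positive calcium responses during this window marked compounds as potential agonists.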
USP1-UAF1 inh: Inhibitors of USP1/UAF1: Primary Screen | Potency, µM (doses to about 57.1 µM), inactives show top-dose activity change, negative = inhibition, hits mostly inhibitors | Ubiquitin carboxyl-terminal hydrolase 1 (Homo sapiens), O94782 | 390,000 compounds, 0.23% hits | recombinant USP1/UAF1, Ub-Rhodamine cleavage fluorescence; also: potency is read from the fitted curve at half-maximal effect; % is scaled to controls: 0 for no effect and ±100 for the full control effect; nearly all actives have a fitted effect of over 60% in size; inactives centre near -12
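Step one: compound is pinned into 1nM USP1/UAF1 in HEPES pH 7.8 buffer with TCEP. Step two: 15 min room-temperature incubation. Step three: Ub-Rho (150nM final) starts cleavage, tracked by fluorescence over six one-minute reads.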
TRHR PAM: qHTS for Small Molecule Agonists and Allosteric Enhancers of Human TRH Receptor: Primary Screen for Enhancers; Thyrotropin-releasing hormone receptor (Homo sapiens), P34981; TRHR cells, fluo-8 calcium fluorescence, EC20 TRH enhancement; enhancement, % at 2 µM; 360,000 compounds, 0.66% hits; AID 493056, 2011; in the data active = enhancement above about 30%; also: 0% is about no effect
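TRHR-expressing cells loaded with fluo-8 calcium dye were read kinetically (ex 480/em 530) during compound addition, then stimulated with an EC20 of TRH (10 nM final). Enhancement of the Gq-mediated intracellular calcium response was scored.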
An asterisk follows results filed as active; ? = inconclusive; . = not tested or not shown; & = joins results of further samples; [ ] = another dose, or the depositor's remark. Unless noted, calls follow the shape of the dose curve; as a rule, active = well fitted inhibition curve with a large enough effect; inconclusive = small, poorly fitted or top-dose-only effect; inactive = no such curve, though single readings can be large or run the other way. These rows are one share of the data; rates above refer to the full screens.

Results follow in this order: TrxR1 substrate	D2 antagonist	TRHR PAM	Pin1 inhibitor	D2 agonist	TrxR1 inh	USP1-UAF1 inh	TRHR agonist	mIDH1 inhibitor
1) C=C(C)COC(=O)c1ccccc1C(=O)OCC1(C)CO1 (stereo unspecified)
 : -13%	.	.	1%	.	-20%	-5%	.	2%
2) NC(=O)C1CCN(C(=O)c2ccc(NS(=O)(=O)c3ccc(F)cc3)cc2)CC1
 : 0%	-31	3	2%	-0.4	10%	-20%	0.0	0%
3) CC(C)N(C)S(=O)(=O)c1ccc(Cl)c(C(=O)O)c1
 : 6%	12	2	-2%	1.1	7%[57.1 µM]	-4%	-1.2	0%
4) COc1ccccc1CNC(=O)C(C)n1ccc2cc(S(=O)(=O)N3CCCC3)ccc21 (stereo unspecified)
 : 6%	.	2	-2%	-0.5	29%	?	-0.3	26%
5) c1ccc(-n2nc3c(ccc4cnnc43)[nH]2)cc1
 : 38%[activator][57.1 µM]	-1	-5	0%	-0.7	-7%	-4%	-0.5	2%
6) CCOC(=O)c1cc(-c2ccccc2)nn1Cc1cc(CC)no1
 : -9%	8	-4	-9%	-0.1	13%	17%	0.2	3%
7) Cc1ccc2c(n1)sc1c(N)ncnc12
 : 20%[57.1 µM]	4	0	0%	-0.2	7%	-4%	0.0	6%
8) COc1ccc(CC2(CO)CCN(Cc3c(C)nn(C(C)C)c3C)CC2)cc1
 : 7%[57.1 µM]	-5	-1	0%	2.8	21%[57.1 µM]	-11%	1.0	1%
9) CCc1ccc(OCCCC(=O)NCc2ccccc2)cc1
 : -9%	18	1	-1%	-1.1	-2%	-6%	-0.6	3%
10) C#CCNC(=O)C1=C[C@H](c2ccc3c(c2)OCO3)C[C@H](OCc2ccc(CO)cc2)O1
 : -5%	0	-1	0%	-1.2	-27%	?	-0.7	8%
11) Cc1cc(Cl)nc2c(C(C)C)cccc12
 : -1%	10	14	3%	-1.8	17%	-25%	0.1	5%
12) CCCCN(CC)CCNC(=O)c1cn(C)c(=O)c2c1c1ccccc1n2C
 : 17%&13%	-24	-13&6	-2%&-1%	0.1&0.9	10%&12%	-23%&-18%	-0.1&0.5	7%&0%
13) CCc1cccc(C)c1NC(=O)CCS(=O)(=O)c1cc(Br)cc2c1N(C(=O)C1CC1)CC2
 : -5%	.	2	8%	-1.3	-13%	-18%	-0.8	6%
14) CCc1nnc(NC(=O)c2cc(=O)c3cc(C)ccc3o2)s1
 : -10%	.	14	-11%	0.1	1%	-10%	0.0	-6%
15) COc1ccc(NC(=O)c2cc(C)nc3ccccc23)cc1S(=O)(=O)Nc1ccccc1Cl
 : -5%	-14	-1	6%	-0.3	-2%	10%	-1.0	6%
16) CCc1ccc(-c2nn(CC(=O)NC3CCCCC3)c3c2cnc2ccc(F)cc23)cc1
 : -5%[57.1 µM]	.	-3	-2%	0.5	17%[57.1 µM]	4%	0.3	-10%
17) Cc1ccc(NC(=O)Cn2c(=O)ccc3cc(S(=O)(=O)N4CCCC4)ccc32)cc1C
 : -2%[57.1 µM]	.	5	-3%	-0.8	19%[57.1 µM]	-14%	0.5	-1%
18) COC(=O)C1=C(C(=O)OC)[C@@H]2N(Cc3ccccc3)c3ccccc3[C@@]23C[C@@H](C(=O)OC)N(C(=O)NC2CCCCC2)C3=N1
 : -2%[57.1 µM]	.	.	4%	.	3%[57.1 µM]	-25%	.	3%
19) Cc1ccc(S(=O)(=O)N2CCN(C(=O)CN3C(=O)c4ccccc4C3=O)CC2)c(C)c1
 : -3%	26	-3	-1%	0.2	11%	-15%	0.0	9%
20) Cc1cc(C)n2c(SCC#N)nnc2n1
 : 4%	17	-5	5%	-0.6	11%	-25%	-0.3	8%
21) CCOC(=O)Cn1c(=O)n(-c2ccccc2OC)c2nc(-c3ccccc3)nc(C(N)=O)c21
 : 3%[57.1 µM]	.	9	-2%	-0.3	12%[57.1 µM]	-27%	0.3	-1%
22) Cc1cc(C)nc(NC2=NCCN2C(=O)NC2CCCCC2)n1
 : -3%	10	-1	0%	0.2	-2%[57.1 µM]	-6%	-0.2	3%
23) Cc1ccc(CC(=O)N(Cc2ccccc2)c2ccccn2)cc1
 : 2%	-8	-4	5%	2.7	20%	-9%	-1.5	1%
24) CCOc1cnn(Cc2ccccc2)c(=O)c1SCc1ccccc1
 : -9%	11	-4	7%	-1.0	-8%	-4%	-0.5	5%
25) CC(OC(=O)C1CC1)C(=O)Nc1ncc(Cl)cc1Cl (stereo unspecified)
 : 1%	2	18	-4%	-0.1	17%	-16%	-0.3	-12%
26) CC(/C=C/c1ccc(N(C)C)cc1)=N/N=C1/NC(=O)CC(C(=O)Nc2ccc(Cl)cc2)S1 (stereo unspecified)
 : -13%	-5	-2	?	1.1	-19%	-16%	0.3	-4%
27) O=C(NC1CC1)C1=C[C@@H](c2ccc3c(c2)OCO3)C[C@@H](OCc2ccc(CO)cc2)O1
 : 5%	-6	-8	-2%	0.0	13%	-6%	-0.7	-3%
28) NS(=O)(=O)c1ccc(NC(=O)COc2ccc(Cl)cc2)cc1
 : -2%	16	-4	1%	0.7	14%	-5%	-0.4	-5%
29) O=C(Nc1cc(C(F)(F)F)ccc1N1CCOCC1)C1=COCCO1
 : 1%	21	1	-6%	0.2	22%	-5%	0.9	8%
30) Cc1c(C(=O)NCCC2=CCCCC2)cccc1[N+](=O)[O-]
 : 0%	15	-2	-5%	0.0	3%	-18%	-0.6	11%
31) O=C(N/N=C/C1CCCCC1)c1ccccc1-n1cccc1
 : 0%[57.1 µM]	3	1	3%	0.0	5%[57.1 µM]	-12%	0.0	-7%
32) Cc1ccc(N2C(=O)CC(Cn3nc(C)cc3C)C2=O)cc1 (stereo unspecified)
 : -7%	11	5	4%	0.3	-8%	-20%	0.5	3%
33) COc1cccc2cc(C(=O)N(Cc3ccccc3)CC3CCCO3)c(=O)oc12 (stereo unspecified)
 : 6%[57.1 µM]	-19	0	-7%	0.3	7%[57.1 µM]	-8%	0.0	1%
34) CCOc1ccc(CCNC(=O)C2CCCN(S(=O)(=O)N(C)c3ccc(F)cc3)C2)cc1 (stereo unspecified)
 : -9%	.	-2	2%	-1.2	7%	-16%	-0.7	-15%
35) CC1=NN(C(=O)c2ccccc2Cl)C(O)(c2cccnc2)C1 (stereo unspecified)
 : -6%[57.1 µM]	-7	-2	-7%	0.7	0%[57.1 µM]	-8%	0.8	-8%
36) CC1CCCC/C1=N\Nc1ccc(S(N)(=O)=O)cc1[N+](=O)[O-] (stereo unspecified)
 : -9%	-10	1	9%	0.2	-11%	-3%	0.0	3%
37) COCCNC(=O)c1ccc(NC(C)=O)cc1
 : -1%	-6	-12	-4%	0.2	15%	5%	0.1	-4%
38) Nc1ccc(S(=O)(=O)NNC(=O)C(=O)NNc2ccccn2)cc1
 : -4%	0	18	-4%	0.0	3%	-12%	0.8	-1%
39) COC(=O)C1=C(C(=O)OC)[C@@H]2N(C)c3ccc(OC)cc3[C@@]23C[C@@H](C(=O)OC)N=C3N1
 : 0%[57.1 µM]	-8	-4	5%	0.5	19%[57.1 µM]	-18%	-0.1	-1%
40) COc1ccccc1NC1=NC2(CCCC2)N=C(N)N1
 : -8%[57.1 µM]	-22	1	0%	-2.3	6%[57.1 µM]	-16%	0.2	11%
41) Cn1nc(C(F)(F)F)c2cc(C(=O)Nc3ccc(F)cc3)sc21
 : -5%[57.1 µM]	9	-7	-3%	-0.1	19%[11.4 µM]	-16%	0.2	6%
42) CCC(=O)N(Cc1ccco1)c1nc(-c2ccccc2)cs1
 : -3%	-7	2	5%	0.6	-8%	-17%	0.5	0%
43) Clc1ccc(SCCCN2CCCCC2)cc1
 : 1%	38*	-4	-3%	-1.0	14%	-13%	0.9	-1%
44) COc1cc2c(cc1OC)C(COc1ccc3c(C)cc(=O)oc3c1)N(C(=O)Cc1ccccc1)CC2 (stereo unspecified)
 : 4%	.	-3	4%	0.2	-1%	-5%	0.0	12%
45) Cc1ccc(-n2cnc(N)c2C(=O)c2cccc([N+](=O)[O-])c2)cc1
 : -6%[57.1 µM]	-2	-6	3%	0.4	-6%[57.1 µM]	5%	0.2	-10%

Screening data deposited in PubChem BioAssay by National Center for Advancing Translational Sciences (NCATS).
